# Rv3671c inh = inhibitors of M. tuberculosis serine protease Rv3671c | P9WHR9 | inhibition, % at 5.96 µM | hit rate 0.048% among 320,000 | AID 2606; in the data active means inhibition above about 38%;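 further: extracellular domain of Rv3671c used as enzyme; 0% = enzyme with DMSO and 100% = no enzyme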
# Target sequence (P9WHR9 whole entry, looked up, the tested form may be a part): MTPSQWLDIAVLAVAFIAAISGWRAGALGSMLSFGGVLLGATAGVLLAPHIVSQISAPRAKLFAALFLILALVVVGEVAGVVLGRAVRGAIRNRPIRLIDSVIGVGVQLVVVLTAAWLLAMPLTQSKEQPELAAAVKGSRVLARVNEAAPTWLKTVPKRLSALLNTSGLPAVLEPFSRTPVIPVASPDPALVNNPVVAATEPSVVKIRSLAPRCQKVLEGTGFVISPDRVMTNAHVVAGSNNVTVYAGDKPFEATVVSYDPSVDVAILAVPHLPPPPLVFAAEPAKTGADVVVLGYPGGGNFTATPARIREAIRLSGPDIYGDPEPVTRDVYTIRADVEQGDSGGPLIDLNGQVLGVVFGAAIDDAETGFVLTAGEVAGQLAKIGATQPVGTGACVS
# Vc quorum ag = inducers of Vibrio cholerae quorum light production without autoinducers. V. cholerae BH1578 lux reporter, luminescence, 6 h. activation, % at 18.7 µM. hit rate 0.16% among 350,000. AID 588436; in the data active means activation mostly above about 9.7%, no sharp cut-off; further: not every result past the cut was called active; inactives centre near 0; reference of the scale not given here
# PriA SSB inh = blocks PriA binding to SSB C-terminal tail; AlphaScreen SSBct-PriA binding, biotinylated peptide; hit rate 0.6% among 430,000; inhibition, % at 33 µM; in the data active means inhibition mostly above about 37%, no sharp cut-off; inactive means mostly below about 20%;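 further: plate controls were negative control peptide for no effect and reference peptide for full effect; strong numbers were not always called active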
# PrPC surface inh = cell surface PrPC inhibition, primary TR-FRET screen | AID 720596 | hit rate 0.43% among 370,000 | inhibition, % at 13.8 µM | TR-FRET read-out; in the data active means inhibition above about 24%; further: 0% = median of the test wells and 100% = reference compound wells
# CCHF vOTU inh = CCHFV vOTU protease inhibition; Pep-AMC fluorescence; hit rate 0.55% among 370,000; AID 651958; inhibition, % at 11.5 µM; in the data active means inhibition above about 30%; further: 0% = vehicle wells with enzyme and 100% = no enzyme wells
# 3CLpro inhibitor = SARS-CoV 3CLpro protease inhibition | recombinant SARS-CoV 3CLpro, quenched FRET peptide cleavage | inhibition, % at 6 µM | hit rate 0.14% among 290,000 | P0C6X7; in the data active means inhibition above about 12%
# Y pestis TopoI = Y. pestis Topo-I inhibition via cleavage products | activity, % at 10 µM | hit rate 0.064% among 360,000 | Y. pestis Topo-I cleavage product accumulation, plate reader; in the data active means activity above about 50%, passing the limit was not always enough; further: inactives centre near 2
# MazF activator = increases E. coli MazEF RNase cleavage of RNA | activation, % at 20 µM | AID 504720 | hit rate 0.32% among 350,000 | FAM/BHQ RNA-DNA oligo cleavage fluorescence, 5 h; in the data active means activation above about 50%
# Target sequence (P0AE70 whole entry, looked up): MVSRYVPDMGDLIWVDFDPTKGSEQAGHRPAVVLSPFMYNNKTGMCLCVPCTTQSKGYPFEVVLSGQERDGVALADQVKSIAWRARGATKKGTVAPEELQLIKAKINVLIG
# TcdB inh = TcdB glycohydrolase inhibition; inhibition, % at 9.99 µM; TcdB glycohydrolase enzymatic assay, plate reader; P18177; AID 652162; hit rate 0.24% among 350,000; in the data active means inhibition above about 10%
# VHR inh abs = blocks human VHR1 dual specificity phosphatase. recombinant VHR phosphatase, pNPP absorbance. inhibition, % at 13.3 µM. hit rate 0.52% among 290,000. AID 1654; in the data active means inhibition above about 50%; further: some compounds called inactive have numbers as strong as hits
# Target sequence (P51452 whole entry, looked up): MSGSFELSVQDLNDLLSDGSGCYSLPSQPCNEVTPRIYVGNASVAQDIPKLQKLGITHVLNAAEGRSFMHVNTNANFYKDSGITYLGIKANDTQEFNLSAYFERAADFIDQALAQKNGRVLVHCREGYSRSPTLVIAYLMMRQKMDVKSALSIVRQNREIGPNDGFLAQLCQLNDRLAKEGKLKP
# * marks the source's active call; other numbers are inactive results; i = inactive; / = not tested or not shown; & = joins results of further samples. A portion of the library. The share of hits here may be higher or lower than overall.
SMILES	Rv3671c inh	Vc quorum ag	PriA SSB inh	PrPC surface inh	CCHF vOTU inh	3CLpro inhibitor	Y pestis TopoI	MazF activator	TcdB inh	VHR inh abs
Cn1c(SCC(=O)Nc2ccccc2Cl)nnc1C1CC1	3.1	-0.5	1.3	-3.5	-5.0	-0.9	2.1	-16.5	0.5	23.1
CS(=O)(=O)c1ccc2nc(NC(=O)c3ccc(Cl)nc3)sc2c1	-3.1	-0.2	-9.9	3.0	6.1	-5.8	3.1	-33.5	4.9	2.5
CC(=O)N1CCN(S(=O)(=O)c2ccc(S(=O)(=O)NC3CC3)cc2)CC1	-2.1	-0.3	-21.0	3.2	-6.3	2.9	-2.3	-6.2	/	8.3
CC1=NN(C(N)=S)C(=O)C1N=Nc1ccc(C)c(Br)c1 (stereo unspecified)	6.8	i	-5.8	2.2	-16.3	-5.4	4.6	-5.8	1.2	22.2
CC(C)(C)C(=O)/C=C(\N)c1ccncc1	-7.0	i	/	-2.1	8.5	-1.4	-3.6	-2.5	/	31.6
Cc1cc(Br)cc(Br)c1OCC(=O)NNC(=O)Nc1ccccc1	-3.6	-1.0	2.1	2.4	-12.8	/	-0.1	-23.6	0.7	/
O=C(c1ccccc1F)N1CCN(c2ccc([N+](=O)[O-])c3ncccc23)CC1	-6.0	-0.2	2.6	-27.5	-3.7	-3.3	1.6	-3.6	/	1.7
CCc1nnc(NS(=O)(=O)c2ccc(NC(=O)c3cc(Cl)ccc3Cl)cc2)s1	5.3	-0.8	-11.7	8.3	5.0	9.2	3.5	6.1	-0.5	-7.7
COc1ccc(OCCOC(=O)c2cccc(-n3cnnn3)c2)cc1	-2.6	i	-0.8	2.4	0.3	1.8	8.6	4.0	/	6.2
O=C(NCc1ccccc1)c1nnc(CS(=O)(=O)c2ccccc2)o1	-13.8	-0.8	-11.8	-6.5	0.2	-1.0	1.9	-6.5	1.3	21.2
NC(Cc1ccccc1)c1csc(Nc2nncc3ccccc23)n1 (stereo unspecified)	/	-0.4	/	-6.0	10.3	/	-4.2	/	-0.6	/
CC1CCN(C(=O)c2[nH]cnc2C(=O)NCC(=O)OC(C)(C)C)CC1	7.2	0.4	-2.5	-6.6	7.7	-3.0	5.3	9.6	0.8	-2.8
Cc1c(C)n(CC(O)CN2CCCCC2)c2ccccc12 (stereo unspecified)	6.1	i	-2.3	-6.8	0.3	5.6	4.4	11.1	/	23.2
CNC(=O)Cn1c(=O)n(C)c2ccccc21	-1.8	1.1	2.1	-3.8	0.1	1.2	7.8	0.8	/	-3.8
O=C(NCc1nc2ccccc2[nH]1)C1=C[C@@H](c2ccc(Br)cc2)C[C@@H](OCCCCO)O1	-16.6	i	12.8	-4.4	-4.0	1.0	27.4	-4.9	0.0&-1.2	21.2
OCCN1CCN(CC(O)COc2ccc3ccccc3c2)CC1 (stereo unspecified)	-2.1	-0.5	0.3	5.3&-2.3	1.7&-3.6	-1.4	4.4&0.9	-26.6&22.2	-0.2&0.3	7.2
CC1(/[N+]([O-])=C\c2ccccc2F)CCCCC1=O (stereo unspecified)	-4.8	-0.8	1.3	-0.5	-6.5	-3.7	11.9	5.8	0.9	25.3
CCc1ccc(OCc2nnc(SCCN3CCOCC3)n2CC)cc1	1.2	i	-26.4	-2.1	-3.2	6.5	14.4	3.0	/	11.9
Cc1ccccc1NC(=S)N1CCC(NC(=O)c2ccco2)CC1	3.0	0.8	-0.2	2.3	-12.0	-0.5	3.3	15.4	-0.6	8.5
O=c1cc(/N=C/c2coc3c(ccc4ccccc43)c2=O)[nH]c(=S)[nH]1	-2.2	-0.3	/	-3.4	-6.8	1.2	3.7	4.2	-1.4	-3.6
CC(=O)N1CCOc2ccc(S(=O)(=O)Nc3cccc(C)n3)cc21	6.2	1.1	-9.1	7.2	16.2	2.9	-1.3	3.9	0.4	7.3
COP(=O)(OC)C(=NNS(=O)(=O)c1ccc(C)cc1)c1ccccc1	/	-10.0	/	-10.0	4.2	/	1.8	0.3	0.0	/
Cc1ccc(/C=N/c2sc3c(c2C#N)CCCCC3)o1	-7.3	i	/	1.0	-5.3	4.7	-12.2	-6.2	/	32.5
CCOc1ccc(-c2nnc(-c3ccco3)o2)cc1	-3.2	i	3.7	-3.0	-25.4	2.9	3.9	0.4	/	-3.7
CCN(CC)CCN1C(=O)C2C3c4ccccc4C(c4ccccc43)C2C1=O (stereo unspecified)	4.1	i	-15.7	-6.4	1.3	/	2.1	-0.8	/	15.9
Cc1cccc(NC(=O)Nc2cccc3ccccc23)c1	5.5	0.5	-14.5	3.8	9.9	-3.5	-7.3	3.0	-0.1	-5.5
Cc1ccc(OCc2nnc(SCC(=O)NCc3ccco3)n2C)cc1	-4.2	-0.2	-7.0	1.0	0.1	-1.5	4.3	6.6	/	8.8
Cc1cc(OCC(=O)N2CCCC2)cc(C)c1Cl	5.3	i	-5.3	-4.4	-0.7	2.6	-1.1	5.3	/	-3.9
CCOc1ccc2nc(SC3CC(=O)N(c4cccc(OC)c4)C3=O)sc2c1 (stereo unspecified)	-0.3	-0.4	-14.8	3.8	-8.8	-1.2	11.7	3.7	/	-7.9
COc1cc(/C(C#N)=C/c2ccccc2)c([N+](=O)[O-])cc1OC	-6.5	-6.2	-3.1	-14.2	15.6	1.4	9.8	-6.3	/	-18.1
Cc1ccc(C)c(N2CCN(C(=O)CCS(=O)(=O)c3ccc4c(c3)CCN4C(=O)C3CC3)CC2)c1	-2.1	-2.6	-5.6	10.0	11.5	7.1	34.0	1.5	1.8	-25.6
c1ccc2cc(CSCc3nc4ccccc4[nH]3)ccc2c1	-8.1	i	9.2	5.4	-0.2	-0.7	4.4	-11.3	-0.5	-13.4
O=C1C(Cl)=C(N2CCOCC2)C(=O)N1c1cccc(C(F)(F)F)c1	-4.4	i	-0.7	-3.2	-2.1	-4.1	-5.4	-7.4	-0.8	4.9
C=CCNC(=O)c1cccc2c1C(=O)c1ccc(N3CCOCC3)cc1S2(=O)=O	-4.4	-0.3	5.0	-53.0	31.2*	/	-10.6	-20.8	-1.5	/
CC(C)c1nc(NCc2ccccc2)c(C#N)c2c1CCCC2	-1.1	-2.1	-0.8	-4.0	13.3	-2.4	9.3	1.1	/	28.5
CCN(CC(=O)Nc1cc(Cl)ccc1C)C(=O)c1oc2ccc(OC)cc2c1C	-5.6	i	-8.6	0.4	3.8	/	3.4	-4.7	2.0	/
CC(NC(=O)CCNS(=O)(=O)c1ccc2c(c1)c(=O)n(C)c(=O)n2C)c1ccccc1 (stereo unspecified)	-6.1	-0.4	-13.5	2.8	-6.4	-1.8	-8.1	-8.7	/	34.5
COc1ccc(OC)c(-n2nnnc2SCC(=O)Nc2cc(C)ccc2OC)c1	5.8	-0.3	-13.0	9.8	-2.2	-1.5	31.0	0.1	/	26.4
Cc1ccc(-c2csc3nc[nH]c(=O)c23)cc1C	1.0	-0.5	-3.2	4.2	-10.6	2.8	7.2	9.2	1.7	3.6
O=C1COc2ccc(C(=O)COc3ccc(Cl)cc3Br)cc2N1	-16.4	-0.3	-0.7	2.4	-0.4	/	0.3	1.3	5.3	/
Cc1ccc(N(C(=O)CS(=O)CC(=O)Nc2ccc(F)cc2)C(C(=O)NC2CCCCC2)c2ccco2)cc1 (stereo unspecified)	5.8	-0.1	0.3	-2.1	5.3	-1.2	12.5	-0.3	0.1	46.3
COCCN1CCN(C(=O)C2CCC(=O)N(Cc3ccccc3F)C2)CC1 (stereo unspecified)	-4.4	i	-9.9	5.5	-3.6	1.0	1.5	7.9	-0.1	14.0
CC(C)C(NC(=O)c1ccc2c(c1)OCO2)C(=O)N/N=C/c1cccs1 (stereo unspecified)	0.2	-1.1	/	-1.1	-7.1	0.0	-7.2	-1.6	-0.2	1.0
O=C(N/N=C/C=C/c1ccc2c(c1)OCO2)C(O)c1ccccc1 (stereo unspecified)	-5.3	-0.1	i	3.3	1.1	-3.6	12.7	2.5	0.7	-8.8
C/C(=N\NC(=O)Cc1csc(N2CCOCC2)n1)c1ccccc1	-10.9	-1.4	/	1.8	-0.7	-4.8	4.1	2.8	/	2.4
CCCCOc1ccc(CN2CCN(CC)CC2)cc1	-1.2	5.6	-1.9	5.2	-3.3	5.1	5.9	5.4	/	15.9
CC(C)c1ccccc1NC(=O)C1CN(S(=O)(=O)c2ccccc2)CCN1S(=O)(=O)c1ccccc1 (stereo unspecified)	0.3	0.8	-14.0	1.6	0.2	4.1	24.1	-2.2	0.4	-1.6
CC(=O)Nc1ccc(SCC(=O)c2cc(C)n(C)c2C)cc1	-5.7	-0.7	5.5	-4.7	1.4	2.9	3.6	-7.8	/	-6.6
COc1ccc(C2CC(=O)N(CCCN(C)CCc3ccc(OC)c(OC)c3)C2)cc1 (stereo unspecified)	-4.8	-0.3	-3.5	-4.4	2.0	-2.0	2.2	2.3	0.2	-28.9
O=C(CNC(=O)c1nc[nH]c1C(=O)N1CCN(c2ccccc2)CC1)OCc1ccccc1	-0.2	-0.8	-18.7	2.8	-4.8	-5.9	29.8	0.7	1.6	39.9
O=C(Nc1nc2ccccc2s1)c1ccccc1	-12.9	-0.3	-5.2	-5.2	0.6	5.1	-2.1	-5.0	0.9	13.0
CCOc1ccccc1NC(=O)N1CCN(S(C)(=O)=O)CC1	1.2	0.1	-13.0	7.3	9.4	3.8	-12.3	0.5	-2.0	25.9
CCOC(=O)COn1c(=O)c(-c2ccc(Cl)cc2)[n+]([O-])c2ccccc21	/	0.6	9.1	-5.1	-14.7	0.4	9.8	3.1	1.8	-6.7
COc1ccc(C(=O)/C=C/c2ccc(OC)cc2OC)c(O)c1	-9.0	0.6	-0.7	-4.2	-2.5	0.2	3.8	-8.3	0.1	12.0
CC(=O)Nc1ccc(C(=O)NNC(=O)C2C3CCCCC32)cc1 (stereo unspecified)	0.2	-0.5	1.6	3.3	-7.0	-0.5	0.4	8.2	0.8	1.2
COc1ccc(N2CCN(C(=O)C(=O)c3c(C)[nH]c4ccccc34)CC2)cc1	-5.3	-4.6	7.1	5.9	22.9	-1.2	-2.3	3.9	-0.9	3.7

# Already shown: an excerpt of the list.
SMILES	Rv3671c inh	Vc quorum ag	PriA SSB inh	PrPC surface inh	CCHF vOTU inh	3CLpro inhibitor	Y pestis TopoI	MazF activator	TcdB inh	VHR inh abs
O=C(CNC(=O)c1nc[nH]c1C(=O)N1CCN(c2ccccc2)CC1)OCc1ccccc1	-0.2	-0.8	-18.7	2.8	-4.8	-5.9	29.8	0.7	1.6	39.9
O=C(Nc1nc2ccccc2s1)c1ccccc1	-12.9	-0.3	-5.2	-5.2	0.6	5.1	-2.1	-5.0	0.9	13.0
CCOc1ccccc1NC(=O)N1CCN(S(C)(=O)=O)CC1	1.2	0.1	-13.0	7.3	9.4	3.8	-12.3	0.5	-2.0	25.9
CCOC(=O)COn1c(=O)c(-c2ccc(Cl)cc2)[n+]([O-])c2ccccc21	/	0.6	9.1	-5.1	-14.7	0.4	9.8	3.1	1.8	-6.7
COc1ccc(C(=O)/C=C/c2ccc(OC)cc2OC)c(O)c1	-9.0	0.6	-0.7	-4.2	-2.5	0.2	3.8	-8.3	0.1	12.0
CC(=O)Nc1ccc(C(=O)NNC(=O)C2C3CCCCC32)cc1 (stereo unspecified)	0.2	-0.5	1.6	3.3	-7.0	-0.5	0.4	8.2	0.8	1.2
COc1ccc(N2CCN(C(=O)C(=O)c3c(C)[nH]c4ccccc34)CC2)cc1	-5.3	-4.6	7.1	5.9	22.9	-1.2	-2.3	3.9	-0.9	3.7

# Assay outcomes as filed in PubChem BioAssay.
